GLP1R cytotox – cytotoxic in the GLP-1 receptor inverse agonist counter-screen; HEK293 cAMP-luciferase reporter cells, luminescence, 24 h; Potency, µM (top dose mostly 38.3 µM), without a hit: top-dose activity change, negative = inhibition, most hits filed as inhibitors; hit rate 0.13% among 410,000;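 note: loss of luciferase light is scored as toxicity; potency is the fitted concentration of half-maximal effect; % is set by controls: 0 for no effect and ±100 for the full control effect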
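Step one: seed cells (200 cells/uL, DMEM with 10% Nu serum, 1% pen-strep). Step two: 12-hour incubation at 37 deg C. Step three: pin 23 nL compound, incubate 24 hr. Step four: add luciferase reagent, read luminescence 12 min later.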
PI5P4K alpha inh – PI5P4K alpha (human) kinase inhibition; P48426; PI5P4Kalpha enzyme, ADP-Glo luminescence, 60 min; stronger effect = lower value; max response, %; hit rate 1.2% among 330,000; active = max response of -50% or lower; inconclusive = between -30% and -50%; inactive = -30% or higher; note: value at the top dose of about 77 µM; % is set by controls: 0 for no effect and ±100 for the full control effect
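Reactions run in 0.038 M HEPES pH 7.4, 0.28 mM EGTA, 0.1% CHAPS and 5% DMSO, with PI5P4Kalpha, substrate, compound and 5 microM ATP final, one hour at room temperature. Readout is ADP-Glo luminescence.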
GLP1R ag – activates the human GLP-1 receptor. Potency, µM (series often up to 45.6 µM), without a hit: at the top dose activation, actives largely listed as activators. HEK293 GLP-1R CRE-luciferase, luminescence, 4-6 h; cells express a hypersensitive GLP-1R form. hit rate 0.007% among 380,000; note: potency is the fitted concentration of half-maximal effect; % of control where 0% means no effect
D3 ag – activates the human D3 dopamine receptor; AID 652048; P35462; max activation, %; D3R DiscoveRx beta-arrestin cells, luminescence, 90 min; hit rate 0.58% among 410,000; in the data active = max activation above about 30%; note: 0% is about no effect; mostly tested at two doses, the higher about 12 µM
Target sequence (P35462 whole entry, looked up): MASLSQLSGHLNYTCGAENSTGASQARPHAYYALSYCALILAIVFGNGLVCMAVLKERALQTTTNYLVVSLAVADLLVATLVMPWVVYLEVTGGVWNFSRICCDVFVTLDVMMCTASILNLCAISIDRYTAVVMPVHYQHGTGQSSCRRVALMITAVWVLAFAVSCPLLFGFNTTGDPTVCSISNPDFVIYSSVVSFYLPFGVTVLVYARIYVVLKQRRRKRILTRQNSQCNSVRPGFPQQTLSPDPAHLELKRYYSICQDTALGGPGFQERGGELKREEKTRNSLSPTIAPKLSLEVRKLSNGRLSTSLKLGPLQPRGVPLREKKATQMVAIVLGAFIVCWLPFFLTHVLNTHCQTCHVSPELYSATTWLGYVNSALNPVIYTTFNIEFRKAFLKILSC
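Agonist-mode cell screen: cells plated at 1500/well and incubated overnight at 37 °C, then exposed to library compounds for 90 min at 37 °C. Detection reagent was added for 30–60 min at room temperature, and luminescence was read.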
PLK1 PBD block – PLK1 (human) polo-box domain binding inhibition. P53350. Plk1 PBD binding of FITC phosphopeptide, fluorescence polarization. Potency, µM, for the others: max response, negative = inhibition, hits mostly inhibitors. hit rate 2.8% among 360,000. AID 720504; note: potency is the fitted concentration of half-maximal effect; series mostly up to about 57 µM; % is set by controls: 0 for no effect and ±100 for the full control effect; nearly all actives have a fitted effect of over 65% in size
Target sequence (P53350 whole entry, looked up, the tested form may be a part): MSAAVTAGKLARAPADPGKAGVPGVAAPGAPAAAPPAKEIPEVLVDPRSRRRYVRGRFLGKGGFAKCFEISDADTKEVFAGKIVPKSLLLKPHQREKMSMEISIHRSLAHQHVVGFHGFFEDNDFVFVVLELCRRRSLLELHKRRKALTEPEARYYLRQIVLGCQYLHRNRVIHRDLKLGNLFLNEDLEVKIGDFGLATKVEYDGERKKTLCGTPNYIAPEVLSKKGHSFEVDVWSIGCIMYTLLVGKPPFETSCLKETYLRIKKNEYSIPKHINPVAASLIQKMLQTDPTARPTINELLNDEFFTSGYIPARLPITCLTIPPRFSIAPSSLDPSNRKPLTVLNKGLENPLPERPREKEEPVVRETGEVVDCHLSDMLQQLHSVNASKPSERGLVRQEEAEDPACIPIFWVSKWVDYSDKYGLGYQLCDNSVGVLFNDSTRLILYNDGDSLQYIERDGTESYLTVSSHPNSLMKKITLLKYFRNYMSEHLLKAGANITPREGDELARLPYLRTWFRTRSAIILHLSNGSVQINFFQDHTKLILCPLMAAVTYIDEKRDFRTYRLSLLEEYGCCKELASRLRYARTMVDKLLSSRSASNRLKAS
D3 antag – antagonists of human D3 dopamine receptor | hit rate 2.5% among 360,000 | P35462 | D3R cells, DiscoveRx beta-arrestin luminescence, antagonist mode; stronger effect = lower value | max response, negative = inhibition, % | AID 652054; in the data active = max response below about -50%; inconclusive = no clear call, values can overlap the other calls; note: % is set by controls: 0 for no effect and ±100 for the full control effect; mostly tested at two doses, the higher about 12 µM
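Cells plated overnight at 1500 cells/well, then exposed to library compounds with dopamine controls for 90 minutes at 37 degrees C. DiscoveRx reagent added for 30–60 minutes at room temperature; luminescence read, quantitative HTS format.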
IL-2 act – activators of IL-2. IL-2 activation reporter assay, cell-based qHTS; stimulated with anti-CD3/CD4/CD28 beads; in transgenic mouse T cells. activation, % (series mostly up to about 46 µM). hit rate 0.065% among 360,000; in the data active = activation above about 50%; inconclusive = mostly about 30% to 49%; note: 0% is about no effect
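Quantitative HTS in unstimulated transgenic mouse T cells, with memory T cells as non-tolerant control and PMA/ionomycin as tolerance-bypass control. Compound pretreatment lasted 60 minutes before 18 h bead stimulation; EGFP/DsRed fluorescence read.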
WRN inhibitor – blocks human WRN helicase; WRN helicase unwinding, fluorescent forked duplex, kinetic; Potency, µM (series often up to 114 µM), for the others: at the highest dose activity change, negative = inhibition, actives largely listed as inhibitors; hit rate 0.46% among 360,000; note: potency is the fitted concentration of half-maximal effect; % is set by controls: 0 for no effect and ±100 for the full control effect; nearly all actives have a fitted effect of over 55% in size
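Kinetic fluorescence helicase assay: unwinding of a quenched forked DNA duplex (100 nM final) with 2 mM ATP final raises red fluorescence (525/598 nm). Compounds sat 15 min at room temperature with 20 nM WRN beforehand.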
GLP-1R inv ag – GLP-1 receptor (human) inverse agonism; P43220; AID 624417; hit rate 1.6% among 410,000; Potency, µM (titrated, usually from 38.3 µM), inactives show top-dose activity change, negative = inhibition, actives largely listed as inhibitors; HEK293 GLP-1R CRE-luciferase, luminescence, 24 h; GLP-1R form is constitutively active; note: potency is the fitted concentration of half-maximal effect; % is set by controls: 0 for no effect and ±100 for the full control effect; nearly all actives have a fitted effect of over 55% in size
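Luminescence readout: a drop in cAMP-driven luciferase signal flags inverse agonism at a constitutively active GLP-1R stably expressed in HEK293. Compound exposure lasted 24 hr at 37 deg C, 5% CO2.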
An asterisk follows results filed as active; ? = inconclusive; . = not tested or not shown; & = joins results of further samples; [ ] = another dose, or the depositor's remark. Unless noted, calls come from the whole dose curve; as a rule, active = well fitted curve in the direction sought with a large enough effect; inconclusive = small, poorly fitted or top-dose-only effect, or another doubt; inactive = no such curve, though single readings can be large; an effect the other way counts as inactive or inconclusive.

(1) CC1=NN(c2ccccc2)C(=O)/C1=C\C=C1\N(C)c2ccccc2C1(C)C
(2) COc1cccc(OCC(O)CNC(=O)c2oc3ccc(C)cc3c2C)c1 (centres undefined)
(3) CN(C)/C=C/c1oc2ccc(O)cc2c1[N+](=O)[O-]
(4) CCCCc1noc(-c2c(-c3ccccc3Cl)noc2C)n1
(5) O=C(Nc1ccccc1)c1ccco1
(6) COc1ccc(CN(C)C(=O)c2cccc(NS(=O)(=O)c3ccccc3)c2)cc1F
assay / entry | 1 | 2 | 3 | 4 | 5 | 6
GLP1R cytotox | -11% | -8% | -2%[7.66 µM] | 14% | 5% | 8%
PI5P4K alpha inh | -4 | 20 | -30 | 18 | -6 | 5
GLP1R ag | -1% | 1% | 11% | 6% | 1% | 9%
D3 ag | -4 | 7 | -6 | 5 | -1 | -16
PLK1 PBD block | 22% | -3% | -8% | 1% | -5% | -9%
D3 antag | -23 | 2 | -52* | 7 | -2 | -2
IL-2 act | -2.0 | -0.3 | 0.2 | -2.4 | 0.2 | 1.2
WRN inhibitor | -1% | -21% | -28% | -4% | 7% | 3%
GLP-1R inv ag | 11µM* | ? | 2%[7.66 µM] | ? | 21% | 43%[activator]

(7) COc1ccc(N2CCN(Cc3nc4ccsc4c(=O)[nH]3)CC2)cc1
(8) CCN1CCN(c2c(/C=C3\SC(=S)N(Cc4ccco4)C3=O)c(C)c(C#N)c(=O)n2C)CC1
(9) CCOC(=O)C(Oc1ccc(=O)n(-c2ccccc2)n1)C(C)=O (centres undefined)
(10) CC(C)C(=O)Nc1c(-c2ccccc2Cl)c(=O)c2ccccc2n1C
(11) CC1(C)C2CCC1(C)C(SC(=N)N)C2 (centres undefined)
(12) COc1cc(C(=O)O)cc(NC(=O)c2cccs2)c1OC
assay / entry | 7 | 8 | 9 | 10 | 11 | 12
GLP1R cytotox | -3% | -24% | 7% | 7% | -7% | 12%
PI5P4K alpha inh | . | -6 | . | 7 | 2 | 2
GLP1R ag | -10% | 12% | -2% | -4% | 10% | -1%
D3 ag | -8 | -4 | -9 | 7 | -1 | 8
PLK1 PBD block | 0% | 16% | -6% | 3% | 2% | 0%
D3 antag | 8 | -20 | -23 | 16 | 12 | 23
IL-2 act | -0.3 | 1.7 | -1.0 | -3.8 | -5.0 | -2.6
WRN inhibitor | -4% | 0%[11.6 µM] | -6% | -6% | 8% | -21%
GLP-1R inv ag | 0% | ? | 4% | 19% | ? | 9%

(13) CC(=O)c1sc(C(C)(C)C)cc1NC(=O)CCC(=O)O
(14) COc1ccc(-c2[nH]c(-c3ccc4c(c3)OCO4)nc2-c2ccccc2)cc1
(15) O=C(Nc1ccc(Br)cc1)c1ccc2c(c1)OCO2
(16) CCC(C)c1ccccc1N1CC(C(=O)NCCc2ccc(OC)c(OC)c2)CC1=O (centres undefined)
(17) C=CCOC(=O)Nc1c(C(=O)OC)[nH]c2ccc(Cl)cc12
(18) CCc1ccccc1NCC(=O)Nc1ccccc1C(=O)OC
assay / entry | 13 | 14 | 15 | 16 | 17 | 18
GLP1R cytotox | 4% | ? | -13% | -1% | 46%[activator] | 5%
PI5P4K alpha inh | -5 | 1 | 0 | 0 | 4 | 2
GLP1R ag | 7% | -10% | 7% | 13% | -4% | 0%
D3 ag | 8 | 5 | -6 | -11 | -3 | 3
PLK1 PBD block | -1% | -7% | -13% | 4% | -11% | 2%
D3 antag | 1 | 2 | -17 | -10 | 0 | 2
IL-2 act | -0.5 | -0.4 | 0.2 | 0.4 | 0.2 | -5.6
WRN inhibitor | -1% | -12% | 3% | -4% | -27%[57.1 µM] | -10%
GLP-1R inv ag | 8% | 1.8µM* | 7% | 0% | -26% | 1%

(19) O=c1c2c(nc3n1CCCCC3)-c1ccccc1CC21CCCCC1
(20) CCCCn1c(N)c(N(CC)C(=O)CSCc2c(C)noc2C)c(=O)[nH]c1=O
(21) COc1ccc(C(C(=O)NC(C)(C)C)N(C(=O)CCC(=O)Nc2cc(C)on2)c2cc(C)cc(C)c2)cc1 (centres undefined)
(22) Cc1ncsc1C(=O)N1N=C2/C(=C/c3ccccc3)CCCC2C1c1ccccc1 (centres undefined)
(23) CC1Cc2ccccc2N1S(=O)(=O)c1cccc(C(=O)OCC(=O)NC2CCS(=O)(=O)C2)c1 (centres undefined)
(24) Clc1ccc(OCCSCc2nc3ccccc3[nH]2)cc1
assay / entry | 19 | 20 | 21 | 22 | 23 | 24
GLP1R cytotox | 4% | 5% | 0% | -13% | -5% | -2%
PI5P4K alpha inh | . | 6 | -6 | 22 | 1 | 19
GLP1R ag | 0% | -8% | 0% | -2% | 0% | 2%
D3 ag | 1 | 7 | 1 | -2 | 4 | 2
PLK1 PBD block | -1% | -3% | 1% | -1% | 2%&-8% | 10%
D3 antag | 8 | 17 | 1 | -10 | 6 | -6
IL-2 act | -1.5 | 2.8 | 1.2 | -0.3 | 2.1 | -0.2
WRN inhibitor | -8%[57.1 µM] | -26% | 0% | -5% | 2% | -4%
GLP-1R inv ag | 0% | 1% | ? | 4µM* | 0% | ?

(25) OCC(CO)(CO)NCC(O)CN1c2ccccc2Sc2ccccc21 (centres undefined)
(26) COc1c(OC)c(O)c2c(=O)c(O)c(-c3ccccc3)oc2c1OC
(27) O=C(NCCS(=O)(=O)c1ccc(Br)cc1)c1ccc(F)cc1
(28) CC1=CC(C)(C)n2c(O)c(N=NC(N)=S)c3c(C)ccc1c32
(29) O=C(CSc1nc2c(c(=O)[nH]1)CCC2)Nc1ccccc1Cl
(30) COc1ccc(CCNC(=O)CCCn2c(=O)c3ccccc3n(CC(=O)Nc3ccccc3C)c2=O)cc1OC
assay / entry | 25 | 26 | 27 | 28 | 29 | 30
GLP1R cytotox | 29% | -14% | -5% | 7%[1.53 µM] | 2% | -4%
PI5P4K alpha inh | 3 | -13 | -2 | 2 | -14 | .
GLP1R ag | 6% | -3% | -1% | 0% | 7% | 1%
D3 ag | -1 | -3 | -6 | 7 | 1 | 9
PLK1 PBD block | -3% | -14% | 4% | 2% | 0% | .
D3 antag | -5 | -18 | 14 | -10 | 6 | .
IL-2 act | 0.1 | -0.2 | 0.7 | -0.2 | 0.0 | .
WRN inhibitor | 7% | 0% | 4% | -23%[57.1 µM] | -2%[57.1 µM] | .
GLP-1R inv ag | ? | ? | 2% | -6% | 14% | 1%

(31) CCSCc1nnc(SCC(=O)Nc2cccc(C(C)=O)c2)n1C
(32) CCOC(=O)c1ccc(NC(=O)NCc2ccncc2)cc1
(33) Cc1nn(C)cc1/C=N/NC(=O)CSc1ccccn1
(34) CSCCC(NC(=O)c1cc(C)oc1C)C(=O)O (centres undefined)
(35) O=C(NCc1cccnc1)C1CC(c2ccc(F)cc2)=NO1 (centres undefined)
(36) CC(C)/C=C1\CCCCC1N(C)C(=O)NC(C)C (centres undefined)
assay / entry | 31 | 32 | 33 | 34 | 35 | 36
GLP1R cytotox | 12% | 4% | -1% | -5% | -8% | 0%
PI5P4K alpha inh | -8 | . | -5 | -4 | . | -5
GLP1R ag | 0% | -9% | -2% | -6% | -9% | 0%
D3 ag | -2 | -2 | 6 | 0 | 10 | -4
PLK1 PBD block | -9% | -4% | 4% | 0% | 1% | 0%
D3 antag | -2 | -22 | 2 | 19 | 17 | ?
IL-2 act | 1.5 | 0.9 | -4.5 | -1.9 | 0.2 | -0.5
WRN inhibitor | 6% | -2% | 4% | 1% | 2% | 7%
GLP-1R inv ag | -15% | 35%[activator] | 5% | 3% | 3% | -17%

(37) NC(=O)c1c(NC(=O)C2CCCO2)sc2c1CCC2 (centres undefined)
(38) COC(=O)[C@H](Cc1ccccc1)NC(=O)Cn1cnc2c(NCc3ccccc3)ncnc21
(39) CCOC(=O)N1CCN(C(=O)Cn2nc(-c3ccc(Cl)cc3)ccc2=O)CC1
(40) Cc1nn2c(COc3ccc(NC(=O)C(C)C)cc3)nnc2c2ccccc12
(41) Cc1cc(NC(=O)COC(=O)C2CC(=O)N(c3ccccc3Cl)C2)no1 (centres undefined)
(42) C[C@H]1CN([C@@H](C)CO)C(=O)CCCn2cc(nn2)CO[C@@H]1CN(C)C(=O)c1ccc(N2CCN(C)CC2)cc1
assay / entry | 37 | 38 | 39 | 40 | 41 | 42
GLP1R cytotox | -12% | -9% | -11% | -2% | -2% | 2%
PI5P4K alpha inh | . | -1 | -8 | -5 | 0 | 1
GLP1R ag | -7% | 2% | -4% | ? | 1% | 0%
D3 ag | -2 | -12 | 1 | 2 | -5 | -9
PLK1 PBD block | -4% | -8% | 1% | -13% | -2% | -9%
D3 antag | 19 | -6 | 4 | 4 | -9 | 0
IL-2 act | -1.3 | 0.2 | 1.5 | 2.2 | 0.9 | -0.5
WRN inhibitor | -7% | 1% | 6% | 2% | -13% | -1%
GLP-1R inv ag | 30%[activator] | -4% | ? | 85%[activator] | 2% | 6%

(43) CCc1cc2c(=O)n(-c3ccccc3)c(SCC(=O)O)nc2s1
(44) COc1ccc(C(=O)NCC(=O)NCCc2c[nH]c3ccccc23)cc1OC
(45) O=C(NC1CCCCC1)C(c1ccncc1)N(C(=O)c1csnn1)c1cccc(F)c1 (centres undefined)
(46) COC(=O)Cc1cc(=O)[nH]c(/N=C(\N)Nc2cccc(C)c2)n1
assay / entry | 43 | 44 | 45 | 46
GLP1R cytotox | -5% | -2% | -8% | 22%
PI5P4K alpha inh | -5 | -1 | -7 | -9
GLP1R ag | -1% | 4% | 0% | 12%
D3 ag | 2 | 4 | -4 | 0
PLK1 PBD block | -8% | 2% | -5% | -3%
D3 antag | ? | 9 | 3 | -4
IL-2 act | -0.7 | -3.6 | 3.1 | 0.1
WRN inhibitor | -13% | -7% | 1% | 8%
GLP-1R inv ag | 3% | -1% | 15% | 4%

Two compounds from above, limited to D3 ag and PLK1 PBD block.
| cpd | Structure | D3 ag | PLK1 PBD block |
| --- | --- | --- | --- |
| 21 | COc1ccc(C(C(=O)NC(C)(C)C)N(C(=O)CCC(=O)Nc2cc(C)on2)c2cc(C)cc(C)c2)cc1 (centres undefined) | 1 | 1% |
| 22 | Cc1ncsc1C(=O)N1N=C2/C(=C/c3ccccc3)CCCC2C1c1ccccc1 (centres undefined) | -2 | -1% |

Single entries from the results shown:
Reading for #46 in WRN inhibitor: 8%
Reading for #44 in PLK1 PBD block: 2%

Screening results from PubChem BioAssay.
